Bioassay records from PubChem BioAssay.
AID inh: inhibitors of human activation induced cytidine deaminase; AID deamination FRET fluorescence, UDG-coupled, 4 h; Potency, µM (top dose mostly 115 µM), without a hit: at the top dose activity change, negative = inhibition, usual class: inhibitors; hit rate 0.32% among 91,000; AID 1347428; also: nearly all actives have a fitted effect of over 25% in size
Target sequence (Q9GZX7 whole entry, looked up): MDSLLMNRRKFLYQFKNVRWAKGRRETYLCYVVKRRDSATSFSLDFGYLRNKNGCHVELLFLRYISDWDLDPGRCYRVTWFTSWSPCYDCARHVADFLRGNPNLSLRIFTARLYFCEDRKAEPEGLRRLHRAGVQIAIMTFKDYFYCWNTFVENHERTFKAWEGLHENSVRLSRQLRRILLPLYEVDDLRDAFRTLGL
UDG counter: UDG inhibition counter-screen; FRET deamination/UDG coupled assay, UDG read, 4 h; hit rate 0.14% among 91,000; Potency, µM (top dose mostly 115 µM), inactives show at the highest dose activity change, negative = inhibition, usual class: inhibitors; also: nearly all actives have a fitted effect of over 65% in size
* marks the source's active call; other numbers are inactive results; ? = inconclusive; & = joins results of further samples; [ ] = remark or other dose. Calls follow the shape of the dose curve; as a rule, active = well fitted curve in the direction sought with a large enough effect; inconclusive = small, poorly fitted or top-dose-only effect, or another doubt; inactive = no such curve, though single readings can be large; an effect the other way counts as inactive or inconclusive. % is scaled to controls: 0 for no effect and ±100 for the full control effect; potency is read from the fitted curve at half-maximal effect.

SMILES | AID inh | UDG counter
Cc1ccc(N2CC(NC(=O)C3CCCC3)CC2=O)cc1 (stereo not drawn) | 0% | -10%
COc1cc(C(=O)NCCc2csc3nc(-c4ccccc4C)nn23)cc(OC)c1OC | 0% | 0%
O=C(OCCN1CCCC1)C1(c2ccccc2)CCCC1 | 0% | -6%
O=C(NC(NC(=O)c1ccccc1)c1ccccc1F)c1ccccc1 | 0% | 0%
COC(=O)c1nnn(CC(=O)NC(=O)Nc2ccc(F)cc2)c1C(=O)OC | -4% | 28%
Cc1ccc(CN(C(=O)COc2ccccc2[N+](=O)[O-])c2ccccn2)cc1 | -6% | -5%
Cc1ccc(CCNc2nc3ccccc3c3nc(-c4ccccc4)nn23)cc1 | -9% | ?
Cc1c(C(=O)NCc2ccc(F)cc2)sc2nc3n(c(=O)c12)CCC3 | -17% | -3%
CC(=O)c1cccc(NC(=O)c2cccc[n+]2[O-])c1 | -3% | 4%
Cc1noc(C)c1Cn1c(=O)c2c(ncn2Cc2ccccc2)n(Cc2ccccc2)c1=O | -2% | -8%
CN(c1ccc(Cl)cc1)S(=O)(=O)c1nnc(NC(=O)c2ccco2)s1 | 12% | 0%[57.5 µM]
O=C(NCc1ccc(F)cc1)c1ccc(CSCc2cccc(Cl)c2)o1 | -16% | -23%[57.5 µM]
Cc1c(C(=O)Nc2ccccc2NS(=O)(=O)c2cccs2)cccc1[N+](=O)[O-] | 3% | -8%
COc1ccc(C)cc1NC(=O)c1ccc2c(Cl)c3c(nc2c1)CCC3 | -2% | -2%
O=C(NC12CC3CC(CC(C3)C1)C2)C1CCCCC1 | -3% | 1%
CCCN(Cc1cc2cccc(C)c2[nH]c1=O)C(C)=O | 0% | -3%
O=C(COC(=O)C1C2CCC(C2)C1C(=O)OCC(=O)c1ccc(OC(=O)c2ccco2)cc1)c1ccc(OC(=O)c2ccco2)cc1 (stereo not drawn) | -3% | 5%
Cc1cnc2c(c1SCC(=O)NCc1ccccc1Cl)c(=O)n(C)c(=O)n2C | 6% | 3%
COc1ccc2c(c1)CC/C(=C\c1ccc(SC)cc1)C2=O | -6% | -17%
COc1ccc(NC(=O)Cn2c(=O)n(-c3ccc(C)c(C)c3)c(=O)c3c(C)c(C)sc32)cc1 | -14% | 13%
CCOCCCNC(=O)Cn1nc(C)c2ccccc2c1=O | -1% | 11%
COc1ccc(C(CNC(=O)COc2cc(C)cc(C)c2)N2CCOCC2)cc1 (stereo not drawn) | 1% | -5%
O=c1cc(CN2CCN(C/C=C/c3ccccc3)CC2)c2cc(O)ccc2o1 | -1%&-11% | -13%&-16%
Cn1cnc(S(=O)(=O)N2CCCC(C(=O)NCc3ccccc3)C2)c1 (stereo not drawn) | 3% | -1%
O=C(CCc1ccco1)Nc1ccc(N2CCOCC2)cn1 | 7% | 1%
Cc1ccc(-c2nc3n(n2)C(c2ccccc2Cl)C=C(c2ccc(Cl)cc2)N3)cc1 (stereo not drawn) | 47%[activator] | 5%
COc1cc2c(cc1OC)C(COc1ccc(F)cc1)N(C(=O)Cc1ccc(F)cc1)CC2 (stereo not drawn) | ? | -11%
O=C(NC1CCCCC1)/C(=C/c1ccc(Cl)cc1)NC(=O)c1ccccc1 | -4% | -3%
CCCCCCOc1ccc(C(=O)COC(=O)c2ccc(Br)cc2)cc1 | 34%[activator] | 0%
CC1(C)CCCC2(C)C1CCC1(C)OC(=O)CC12 (stereo not drawn) | -6% | -5%
CC(=O)c1ccc(NC(=O)CSc2nnc(N)s2)cc1 | -2% | -21%
CC(C)(C)C(=O)NCCC(=O)Nc1ccc2c(c1)CCC2 | 8% | 8%
c1cc(CNC2C3CC4CC(C3)CC2C4)ccn1 (stereo not drawn) | 0% | 6%
c1ccc(Nc2ccc(-n3cccc3)cc2)cc1 | -9% | 8%
COCCNC(=O)CN1C(=O)COc2ccc(S(=O)(=O)N3CCOCC3)cc21 | -5% | 0%
COCCn1c(SCC(=O)c2cc(C)n(CC(F)(F)F)c2C)nnc1-c1ccc(Cl)cc1 | -1% | -1%
CC(=O)Nc1ccc(NC(=O)c2ccc3c(c2)CCN3S(=O)(=O)c2ccc(Cl)cc2)cc1 | 77%[activator] | 2%
CCc1ccc(/C=C/C(=O)c2ccc(CC(=O)O)cc2)cc1 | -15% | 1%
O=C(NCC(c1cccs1)N1CCCCCC1)c1cc(=O)c2cc(Cl)ccc2o1 (stereo not drawn) | 3% | -3%
Cc1ccc(CNS(=O)(=O)c2cc(-c3cc(C(F)(F)F)on3)ccc2C)cc1 | -6% | -4%

Profiles as entered above. Screens in order: AID inh, UDG counter
Cc1ccc(CNS(=O)(=O)c2cc(-c3cc(C(F)(F)F)on3)ccc2C)cc1 in the list: -6%, -4%
CCc1ccc(/C=C/C(=O)c2ccc(CC(=O)O)cc2)cc1 in the list: -15%, 1%
O=C(NCC(c1cccs1)N1CCCCCC1)c1cc(=O)c2cc(Cl)ccc2o1 (stereo not drawn) in the list: 3%, -3%

Next part.
SMILES | AID inh | UDG counter
CC(C)COc1ccc(C(=O)N(Cc2ccc(N(C)C)cc2)Cc2ccco2)cc1 | ? | -12%
O=C(NCc1cccs1)c1cc2ccccc2[nH]1 | 6% | -5%
CCOC(=O)c1cccc(NS(=O)(=O)c2cc(Br)cc3c2N(C(=O)C2CC2)CC3)c1 | 26% | -7%
COC(=O)c1sccc1S(=O)(=O)N(CC(=O)NCc1ccc(F)cc1)c1ccc(C)c(C)c1 | 16% | 13%
CC(C)C(C)NC(=O)CSc1nnc(-c2c[nH]c3ccccc23)o1 (stereo not drawn) | 1% | 1%
CCc1ccc(CN(Cc2ccco2)c2cnc(S(C)(=O)=O)nc2C(=O)Nc2ccccc2Cl)cc1 | -25% | -20%
Cc1ccc(-c2cc(N)n(-c3ccc(C)cc3)n2)cc1 | -1% | 7%
O=C(c1ccc2ncsc2c1)N(Cc1ccc(F)cc1)C1CC1 | -9% | -1%
CCCCOC(=O)CSc1nnc(-c2ccc(C)cc2)o1 | -6% | ?
COc1cccc(C(=O)N2CCN(c3oc(-c4cccs4)nc3C#N)CC2)c1 | -12% | 9%

Quoted from the listing.
UDG counter result of COc1cccc(C(=O)N2CCN(c3oc(-c4cccs4)nc3C#N)CC2)c1 reads 9%
AID inh result of O=C(c1ccc2ncsc2c1)N(Cc1ccc(F)cc1)C1CC1 reads -9%

Following part
SMILES | AID inh | UDG counter
CCOc1cc(-c2ccc(OC(=O)c3ccccc3F)cc2)cc(=O)c2c(C)oc(C)c12 | -11% | -2%
CCn1cnnc1-c1cccc(NS(=O)(=O)c2cccc(F)c2)c1 | -4% | 0%
CC(C)(C)c1nc(CC(=O)NCCCN2CCCC2)cs1 | 3% | 0%
CCc1c(C)sc(NC(=O)C2CC2c2ccccc2)c1C#N (stereo not drawn) | 4% | -7%
N#Cc1ccc(CSc2nnc3c(Cl)cc(C(F)(F)F)cn23)cc1 | 0% | 9%
O=C(CSc1ccc2nc(-c3ccccc3)cn2n1)Nc1ccccc1 | 19% | -3%
O=C(c1ccc2ccccc2c1O)N1CCN(S(=O)(=O)c2ccc(Cl)cc2)CC1 | 3% | -8%
Cc1ccc(CCNC(=O)c2ccc3c(Cl)c4c(nc3c2)CCCC4)cc1 | ? | -4%&-11%
O=c1cc(N2CCN(c3ccc(F)cc3)CC2)[nH]c(=O)n1-c1ccc(Br)cc1 | 8% | 6%[57.5 µM]
COc1ccc(CNC(=O)CCC(=O)N2CC3CCCN3c3ccccc32)cc1 (stereo not drawn) | ? | ?
CCOC(=O)c1c(C)oc2ncnc(NCCCN3CCN(c4cc(C)ccc4C)CC3)c12 | 14% | 13%
CC(=O)c1cn(CC(=O)NCCCCCC(=O)O)c2ccccc12 | -12% | -9%
O=C(NCCc1nc2ccccc2n1Cc1c(F)cccc1Cl)c1ccco1 | -29% | ?
COc1ccc2c(c1)c(C(=O)CN(C)C)c(C)n2C | -8% | -12%
CCc1ccc(CNC(=O)Cc2ccc(NC(=O)N3CCSc4ncccc43)cc2)cc1 | -6% | 6%
O=S(=O)(c1ccccc1)c1nc(-c2ccco2)oc1N1CCN(c2ccccc2)CC1 | -10% | -11%
CCOc1ccc(NC(=O)CC2C(=O)N(c3cccc(C)c3)C(=O)N2Cc2cccnc2)cc1 (stereo not drawn) | 114% | -1%[57.5 µM]
Cc1nn(C)c(C)c1CNCc1ccnc(N2CCOCC2)c1 | -3% | -8%
O=C(NC1(c2ccc(Cl)cc2)CCC1)c1cc(Cl)c[nH]1 | 12% | 0%
O=C(NCCc1ccc(Cl)cc1)c1ccc2c(c1)N(Cc1cccc(Cl)c1)C(=O)c1ccccc1S2(=O)=O | ? | -12%[57.5 µM]
COc1ccc(-c2cnc(C)o2)cc1S(=O)(=O)Nc1ccc(C)cc1 | 1% | -3%
COc1cccc(OCc2ccc(C(=O)O)o2)c1 | 6% | 4%
Cn1c(N2CCC(Cc3ccccc3)CC2)nc2c1c(=O)n(Cc1ccc(Cl)cc1)c(=O)n2C | -15% | -7%
CC(C)CC(NC(=O)C1CCCCC1)C(=O)O (stereo not drawn) | 3% | 10%
Cc1ccc(-c2noc(CCC(=O)N(C)c3ccccc3F)n2)cc1 | ? | -15%
COc1ccc(C2(c3ccc(F)cc3)CCCCC2)cc1 | -10% | -4%
Cc1ccc(-c2cc(C(=O)Oc3ccc(C#N)cc3)no2)cc1 | -5% | 6%
O=C(CN(Cc1ccco1)C1CC1)NC1CCCC1 | 0% | 2%
Cc1ccc(-c2nn(-c3ccccc3)c(-c3ccc(C)cc3)c2C)cc1 | 6% | 5%
COc1cc(/C=C/c2nc(C#N)c(N3CCCCCC3)o2)cc(OC)c1OC | -13% | -8%
Cc1ccc(C(=O)Nc2ccc3nc(SCc4ccc(Br)cc4)sc3c2)cc1 | 3% | 4%
CCOC(=O)C1CCCN(C(=O)c2ccc3c(c2)sc2nc(-c4cccc(OC)c4)cn23)C1 (stereo not drawn) | -12% | -1%[57.5 µM]
Cc1ccc(C)c(N2CCN(S(=O)(=O)c3ccc(F)c(C(=O)Nc4ccc(Cl)cc4Cl)c3)CC2)c1 | ? | -11%
Cc1ccc(NC(=O)C(C#N)C(=O)CCC(C)C)c(C)c1 (stereo not drawn) | -14% | -2%
COc1ccc(NC(=O)C(=O)c2cc(C)n(-c3ccc(C)cc3)c2C)cc1Cl | -20% | -17%
CC(C)(C)CC(=O)NCC(O)c1ccccc1C(F)(F)F (stereo not drawn) | -3% | -8%
CCS(=O)(=O)Nc1ccc(N2CCN(c3cccc(C(F)(F)F)c3)CC2)c(C(=O)O)c1 | 8% | 8%
O=C(Cn1c(=O)nc(-c2ccccc2)c2ccccc21)NCc1ccc(F)cc1 | 16% | 2%
CC12CC3CC(C)(C1)CC(C(=O)NC1CCCC1)(C3)C2 | -2% | 1%
COc1ccc(OC)c(NC(=O)Cc2c(C(=O)O)[nH]c3ccc(Cl)cc23)c1 | -21% | 2%

Exported with each value named: part of the list above
Cc1ccc(C(=O)Nc2ccc3nc(SCc4ccc(Br)cc4)sc3c2)cc1
- AID inh: 3%
- UDG counter: 4%
Cc1ccc(C)c(N2CCN(S(=O)(=O)c3ccc(F)c(C(=O)Nc4ccc(Cl)cc4Cl)c3)CC2)c1
- AID inh: ?
- UDG counter: -11%
COc1ccc(OC)c(NC(=O)Cc2c(C(=O)O)[nH]c3ccc(Cl)cc23)c1
- AID inh: -21%
- UDG counter: 2%
CC12CC3CC(C)(C1)CC(C(=O)NC1CCCC1)(C3)C2
- AID inh: -2%
- UDG counter: 1%

Other compounds:
SMILES | AID inh | UDG counter
O=C1OC(C(=O)Nc2cnc3ccccc3c2)Cc2ccccc21 (stereo not drawn) | 1% | -2%
CCN(C(=O)c1cccs1)C1CC1 | 5% | 10%
Cc1ccc(S(=O)(=O)NCc2c(C)nn(Cc3ccccc3)c2C)cc1C | -5% | -6%
COC(=O)c1ccc(NC(=O)c2cccc3c2C(=O)N(C2CCCCC2)C3)cc1 | 6% | -10%
CCCOc1ccc(CNC(=O)Cn2ncn3c(cc4sc(CC)cc43)c2=O)cc1 | 9% | -3%
COc1cccc(COC(=O)c2nn(Cc3ccccc3)c(=O)c3ccccc23)c1 | -9% | 0%
COc1ccc(OCC(O)CNS(=O)(=O)c2ccc(Br)cc2)cc1 (stereo not drawn) | -7% | -6%
COc1ccc(NC(=O)c2noc3c2CSc2ccccc2-3)cc1Cl | -14% | -3%[57.5 µM]
COc1ccccc1N1CCN(c2ncnc3c2nnn3C)CC1 | -22% | 0%
Cc1oc2c(cc(NS(=O)(=O)c3ccc(Cl)cc3)c3ccccc32)c1C(=O)OCc1ccccc1 | 12% | ?
COC(=O)c1scc(-c2ccc(C)cc2)c1S(=O)(=O)Nc1cc(C)ccc1OC | 2% | -24%
Cc1ccc2[nH]c(CSc3nnc(NC(=O)COc4ccc(F)cc4)s3)cc(=O)c2c1 | 22% | -6%[57.5 µM]
CCc1nnc(NC(=O)C2(c3ccccc3F)CCCC2)s1 | -14% | -7%
CC1CCN(C(C)C(=O)Nc2ccc(C#N)cc2)CC1 (stereo not drawn) | -1% | 5%
O=C(O)c1c(-c2ccccc2)oc2ccc(OCc3ccc(Cl)c(Cl)c3)cc12 | ? | 4%
CC(=O)N1CCc2c(sc3c2c(=O)n(-c2ccc(F)cc2)c(=O)n3Cc2ccc(C#N)cc2)C1 | ? | -10%
CCN(Cc1ccccc1)C(=O)/C=C/c1ccc(-c2ccccc2)s1 | -14% | -5%
CCOc1ccc(-c2nc(C#N)c(N3CCN(C(=O)c4ccco4)CC3)o2)cc1 | -8% | 0%
Cc1ccc(S(=O)(=O)NCC(C)O)cc1C (stereo not drawn) | -1% | 4%

Some of the compounds tested. The share of hits here may be higher or lower than overall.
